aDG glyco up: activators of alpha-DG glycosylation, primary screen, uHTS, Pro5-aDG cells, AlphaScreen | alpha-DG glycosylation AlphaScreen (IIH6); 0% Pro5, 100% B10-LARGE cell signal | activation, % at 10 µM | actives 0.22% (n = 360,000);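 active means activation of at least 8% versus controls, or a plate z-score of at least 8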;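 further: Pro5 are CHO cells carrying HIG-tagged alpha-DG that lacks glycosylation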
NR2E3 ag-1: NR2E3 agonists in two-hybrid cells, primary screen, cell-based, luminescence, CHO-S, Gal4-NCOR/VP16-NR2E3 | actives 0.35% (n = 360,000) | luciferase | inhibition of corepressor binding, % at 3.98 µM | Photoreceptor-specific nuclear receptor (Homo sapiens), Q9Y5X4 | AID 602229, 2012;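 active means inhibition above the mean of all tested compounds plus 3 SD, cut at about 70% in these data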;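 further: 0% = DMSO with NR2E3 transfected cells and 100% = cells lacking NR2E3 construct; higher means lower luciferase signal from less NR2E3 corepressor binding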
Target sequence (Q9Y5X4 whole entry, looked up, the tested form may be a part): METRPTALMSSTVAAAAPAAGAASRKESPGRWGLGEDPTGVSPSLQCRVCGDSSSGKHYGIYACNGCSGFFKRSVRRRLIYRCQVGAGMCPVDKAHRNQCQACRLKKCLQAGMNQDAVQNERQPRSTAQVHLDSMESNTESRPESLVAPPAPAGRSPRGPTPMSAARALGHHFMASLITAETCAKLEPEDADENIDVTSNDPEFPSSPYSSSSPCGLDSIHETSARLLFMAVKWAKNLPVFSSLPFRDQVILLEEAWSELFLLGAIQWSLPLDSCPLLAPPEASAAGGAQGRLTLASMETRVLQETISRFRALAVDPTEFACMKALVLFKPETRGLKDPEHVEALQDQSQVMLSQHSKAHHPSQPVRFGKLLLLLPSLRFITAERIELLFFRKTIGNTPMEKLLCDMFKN
TWEAK-Fn14 inh: inhibitors of TWEAK-Fn14 signaling, primary screen, luciferase reporter cells, uHTS | actives 2% (n = 360,000) | TWEAK-stimulated Fn14 reporter cells, luciferase luminescence, 8 h | inhibition, % at 10 µM; in the data active means inhibition above about 50%
KKLEB cytotox: cytotoxicity in KKLEB CF airway cells, primary screen, cytotoxicity control for CF NF-kB inhibitor project, cell-based, uHTS, fluorescence assay plates. KKLEB CF airway cells viability, ATPlite luminescence, overnight; active compounds read low; cells stimulated with P. aeruginosa culture filtrate. activity change (cytotoxicity), % at 5 µM. actives 0.36% (n = 360,000). AID 602141, 2011;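 active means corrected activity change at or below -50% at 5 µM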
NR2E3 ag-2: inhibitors of NR2E3-RetCOR corepressor binding, primary screen, NR2E3 agonist project, biochemical, TR-FRET, GST-NR2E3, biotin-RetCOR; 1536-well; inhibition of corepressor binding, % at 4.78 µM; actives 0.12% (n = 320,000); AID 2300, 2010;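 active means percent inhibition above the cutoff of mean plus 3 SD of all tested compounds, set per screening campaign, cut at about 20% in these data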;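 further: 0% = DMSO wells and 100% = biotin wells as full block of FRET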
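system = GST-tagged NR2E3 plus biotinylated RetCOR corepressor | input = 1.35 nM GST-NR2E3 | also added = 7 nM biotin-RetCOR | schedule = 5 h incubation at 4 °C | measured by = TR-FRET with europium anti-GST and streptavidin-D2, 340 nm excitation | read-out = percent loss of FRET ratio relative to control wells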
iPSC survival up: enhancers of single-cell hiPSC survival, primary screen, ATPlite luminescence | 100% = ROCK inhibitor wells, 0% = DMSO | survival enhancement, % at 20 µM | actives 0.044% (n = 360,000); in the data active means survival enhancement above about 18%;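 further: cells exposed to compounds for 16 hours before the ATP read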
CF NFkB inh: inhibitors of PAF-induced NF-kB signaling, primary screen, cell-based, GFP fluorescence, uHTS; KKLEB NF-kB-GFP reporter, GFP fluorescence overnight; inhibition, % at 5 µM; AID 588850, 2011; actives 0.86% (n = 360,000);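 active means at least 50% inhibition at 5 µM, scaled per plate between neutral and stimulator controls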;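 further: PAF is a Pseudomonas aeruginosa culture filtrate used as stimulus; plate controls were PAF-stimulated DMSO wells for no effect and unstimulated DMSO wells for full effect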
MITF TRPM1 inh: inhibitors of MITF-dependent TRPM1 promoter reporter, primary screen, cell-based, SK-MEL-5, single point, luciferase. SK-MEL-5 TRPM1 promoter luciferase, 24 h. actives 0.83% (n = 330,000). inhibition, % at 12.5 µM;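 active means mean inhibition across replicates of 60% or more, whatever share of single replicates reaches that level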; further: values of inactives mirror those of a sister screen read the other way
Shn3 3UTR inh: reduction of Shn3 3'UTR firefly luciferase signal, primary screen, Schnurri-3 inhibitor project, cell-based, Clone20 osteoblasts, set 2. actives 0.52% (n = 360,000). Clone20 osteoblast Shn3 3'UTR firefly luciferase, 24 h. AID 588674, 2011. inhibition, % at 12.5 µM;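 active means mean inhibition of at least 75% with every replicate also reaching 75%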;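 further: 0% = median of neutral control wells and 100% = pilot-screen positive control compound; some compounds past the cut are filed as inactive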
Peg3 prom inh: Peg3 promoter-driven luciferase inhibitors, primary screen, cell-based, HeLa, luciferase luminescence; HeLa PEG-Prom luciferase reporter, overnight; inhibition, % at 20 µM; actives 1.7% (n = 360,000);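 active means inhibition of at least 50% at 20 µM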
HIF-2a block: HIF-2a reporter inhibitors, primary screen, luminescence, 786-0 RCC cells; actives 0.72% (n = 360,000); 786-0 RCC cells HIF-2a reporter, luciferase luminescence, overnight; inhibition, % at 18.8 µM; AID 624352, 2012;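 active means inhibition of the luminescence signal of 40% or more relative to plate controls, in a single-dose primary screen at 18.75 µM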
* hit, by the source's call; . = not tested or not shown; & = joins results of further samples.

SMILES	aDG glyco up	NR2E3 ag-1	TWEAK-Fn14 inh	KKLEB cytotox	NR2E3 ag-2	iPSC survival up	CF NFkB inh	MITF TRPM1 inh	Shn3 3UTR inh	Peg3 prom inh	HIF-2a block
CC(=O)Nc1ccc(NC(=O)CSc2nnc(-c3ccco3)n2Cc2ccco2)cc1	0.1	-6	-3	8	6	-2.0	-2	12	-2	6	7
COc1ccc(N2CCN(C(=O)c3cc(=O)c4ccc(C)cc4o3)CC2)cc1	-0.1	-6	-6	2	-3	0.6	-10	3	5	0	6
Nc1nonc1N1CCCCC1	-0.1	-12	2	-1	1	-2.0	9	-2	-17	3	28
CO[C@@]1(NC(=O)Cc2cccs2)C(=O)N2C(C(=O)O)=C(COC(N)=O)CS[C@@H]21	-0.1	8	0	6	5	-0.6	-12	13	-35	-18	6
COc1cc(/C=C(\C#N)C(=O)NCc2cccs2)ccc1O	0.0	-19	-18	-4	-2	-2.0	1	-3	-7	-35	-9
O=C(Nc1cc(Cl)cc(Cl)c1)C1CCC(=O)N1Cc1ccccc1Cl (centres undefined)	0.6	-2	-8	-4	3	-0.8	14	4	5	37	22
COc1cc(S(=O)(=O)Nc2ccc3cn[nH]c3c2)ccc1Cl	0.8	-4	19	0	-1	-0.5	5	16	19	22	22
C[C@H](NC(=O)[C@@H]1CCCN1C(=O)OC(C)(C)C)c1ccccc1	-0.1	-3	13	.	.	0.2	.	.	.	.	3
NS(=O)(=O)c1ccc(CNC(=O)c2cc(=O)c3ccccc3o2)cc1	0.0	-10	5	12	0	0.2	-8	2	-2	9	8
CC(C)(C)c1nc(SCC(=O)NC2CCCC2)c2ccccc2n1	0.1	2	16	4	2	-0.4	2	7	5	9	19
CCOC(=O)c1ccccc1NC(=O)CN1C(=O)CCS(=O)(=O)c2ccccc21	0.1	-8	1	0	.	1.3	9	1	-1	16	3
Cc1nn(C)c(C(=O)N/N=C/c2ccc(Br)cc2)c1Cl	0.2	-19	-10	3	3	4.1	-3	-13	-7	-49	-28
OCC1CCN(Cc2cn(Cc3ccccc3)nc2-c2cc3ccccc3o2)CC1	0.3	-42	-9	-6	0	-0.4	10	-5	14	-2	-13
C/C(CCc1ccc2c(c1)OCO2)=N\N=C1\NC(=O)CC(C(=O)Nc2ccc(Cl)cc2)S1 (centres undefined)	-0.3	-3	-3	-4	4	-0.4	10	-2	8	5	4
CCOC(=O)c1nnn2c1nc(N1CCOCC1)c1ccccc12	0.0	-3	-8	-8	-4	-0.5	-2	.	-7	9	13
CC(=O)Nc1ccc(NC(=O)c2c([N+](=O)[O-])cnn2C)cc1	0.8	12	-9	16	6	0.3	-9	-7	9	-2	5
COC(=O)[C@@H](NC(=O)N(C1CCCCC1)C1CCCCC1)C(C)C	0.0	-10	2	0	-2	8.0	6	4	17	21	11
O=C(O)CSc1ccccn1	0.1	-32	9	10	-4	0.0	-4	-4	-8	10	4
CCC1(C)Cc2ccccc2-c2nc(NCCCO)n(C)c(=O)c21 (centres undefined)	0.2	1	-22	-9	-2	0.2	19	-2	7	13	14
Cc1ccc(C(=O)C[n+]2cc(-c3ccc(C)cc3)n3c2CCCCC3)cc1	-0.3	3	39	-10	2	-3.3	8	76*	74	14	-9
CCSC(=O)NC1CCCCC1	-0.1	26	6	6	3	0.2	-9	.	4	1	5
O=C(COC(=O)Cc1cccc(C(F)(F)F)c1)NCC1CCCO1 (centres undefined)	-0.1	30	-4	2	0	-1.1	-17	-10	-34	-2	-7
CC(=O)Nc1ccc(S(=O)(=O)N2CCC(C(=O)c3ccc(Cl)cc3)CC2)cc1	0.2	28	16	4	2	0.0	18	17	17	11	19
CCc1ccc(CNC(=O)c2ccc3nc(C4CCCCC4)oc3c2)nc1	0.9	-82	-14	-3	0	-0.3	-9	4	-4	-47	-99
CCOc1ccc(NC(=O)Cn2nc(-c3ccccc3Cl)n(CC)c2=S)cc1	0.2	3	8	-7	1	4.5	2	7	7	5	2

The results go on.
SMILES	aDG glyco up	NR2E3 ag-1	TWEAK-Fn14 inh	KKLEB cytotox	NR2E3 ag-2	iPSC survival up	CF NFkB inh	MITF TRPM1 inh	Shn3 3UTR inh	Peg3 prom inh	HIF-2a block
CCN(CC(=O)Nc1ccc(NC(C)=O)cc1)C(=O)/C=C/c1ccc(C)o1	-0.4	-5	16	-3	1	0.2	3	-6	0	-7	13
CN(C)CCNc1oc(-c2ccccc2Cl)nc1S(=O)(=O)c1ccccc1	0.0	2	12	-10	1	1.4	14	-12	-9	17	1
COc1ccc(CCN(C)C(=O)C2CCCN(Cc3ccc(OC)c(OC)c3)C2)cc1OC (centres undefined)	0.1&0.0	-15&-13	-27&4	-7&2	1&0	-0.4&-0.5	8&12	10&-3	28&-10	1&-14	12&13
O=C(CCN1C(=O)NC2(CCCC2)C1=O)Nc1ccc(Sc2ccc(Br)cc2)cc1	0.2	17	3	-10	.	-0.8	-3	.	1	18	-10
O=C(CSc1n[nH]c(=O)n1C1CC1)Nc1ccc(F)c([N+](=O)[O-])c1	0.2	-12	9	-4	.	-0.3	24	4	-1	1	21
O=C(Nc1cccc(C(=O)N2CCOCC2)c1)c1cncc(Br)c1	-0.2	-7	0	-3	0	-2.4	16	9	8	11	9
COC(=O)[C@]1(CC(C)C)N[C@H](c2ccc(-c3ccc(F)cc3)cc2)[C@@H]2C(=O)N(C)C(=O)[C@@H]21	0.7	-21	2	1	-3	-1.0	-1	5	5	19	3
C[C@H](NC(=O)c1nc[nH]c1C(=O)N1CCN(C(=O)OC(C)(C)C)CC1)C(=O)OC(C)(C)C	0.1	-26	-9	6	-2	-2.2	-9	-1	2	-24	-5
Clc1ccc2nc(N3CCCCC3)[nH]c2c1	0.0	-127	27	-3	-5	3.6	-6	-25	-89	-243	-202
COC(=O)C1CCN(CC(=O)Nc2ccc(C(=O)Nc3ccccc3OC)cc2)CC1	1.0	1	-11	0	1	-0.3	-12	3	-8	15	1
O=C1CC(c2ccc(F)cc2)Sc2nc(-c3ccccc3)c(-c3ccccc3)n21 (centres undefined)	0.1	13	11	20	-2	-1.7	25	11	6	43	3
CCN(CC(=O)Nc1ccc(OC)cc1)C(=O)CCc1nc2ccccc2c(=O)[nH]1	0.1	-25	-8	-2	-3	-0.2	3	-2	-15	-1	-6
CC(C)NC(=O)C12CC3CC(C1)CC(n1cnc(Cl)n1)(C3)C2	0.1	6	4	7	-2	-1.6	-2	-3	-6	14	11
Cc1ccc(SCC(=O)OCC(=O)NC2CCCCCC2)cc1	0.1	-35	-14	0	-1	1.9	0	5	-1	-2	14
CC1CCCN(C2(O)C(=O)Nc3ccc(Br)cc32)C1 (centres undefined)	0.0	-53	19	-10	1	-0.5	2	6	5	24	9
Cc1cccc(C)c1NC(=O)c1c(-c2ccccc2)noc1C	0.2	12	-38	-11	2	-0.8	-30	2	-3	22	-1
COc1ccc(NC(=O)CCN2CCN(c3ccc(F)cc3)CC2)cc1	0.2	12	5	2	1	-0.5	3	-8	2	11	18
Cc1cccc(CNC(=O)c2ccccc2N)c1	0.2	-15	-23	4	-4	-0.8	-3	-13	-13	-28	-36
CCCCc1cn(C[C@H]2CC[C@@H]([C@@H]3CC[C@H](Cn4cc(CCCC)nn4)O3)O2)nn1	0.8	-12	-4	5	-4	-2.1	-2	6	3	-1	2
Cn1c(SCC(=O)N2CCN(c3ccccc3)CC2)nnc1-c1ccncc1	0.1	1	8	1	1	1.2	0	-1	0	12	23
CCCC(NC(=O)CCc1c(C)c2cc3c4c(oc3c(C)c2oc1=O)CCCC4)C(=O)O (centres undefined)	0.0	10	35	7	.	0.0	14	2	35	-47	52*
CCN(CC)c1ccc(S(=O)(=O)N2CCCCC2)cc1NC(=O)C1CCC1	-0.1	-13	3	-12	4	0.0	9	-5	-13	11	20
Cc1ccc(-c2nc(CCN3C(=O)c4ccccc4C3=O)cs2)cc1	0.4	-13	-45	13	-2	-1.7	-20	-4	-9	-30	-68
CC(=O)Nc1ccc(Nc2nc3ccccc3nc2NS(=O)(=O)c2ccc(Cl)c([N+](=O)[O-])c2)cc1	0.1	-14	-21	10	.	-0.4	-31	8	-18	7	-17
Cc1ccccc1-c1nc2sc3c(c2c(=O)o1)CCC3	0.1	-2	0	-4	0	0.0	13	-60	-28	-29	-52

Other results follow.
SMILES	aDG glyco up	NR2E3 ag-1	TWEAK-Fn14 inh	KKLEB cytotox	NR2E3 ag-2	iPSC survival up	CF NFkB inh	MITF TRPM1 inh	Shn3 3UTR inh	Peg3 prom inh	HIF-2a block
CC(C)C[C@H]1CN(CCCC[C@@H]2CNC(=O)C(=O)N2CCc2ccccc2)C(=O)C(=O)N1CCc1ccc(O)cc1	0.4	-23	-1	.	.	-0.2	.	.	.	.	-11
COc1ccccc1N1CCN(S(=O)(=O)c2c(C)sc3ncn(CC(=O)NCCN(C)C)c(=O)c23)CC1	0.0	-36	3	-1	4	-0.2	-3	2	-13	10	14
O=C(CCC(=O)OCc1cccc(C(=O)Oc2ccccc2)c1)Nc1cccc2ccccc12	-0.3	-35	-15	5	-4	0.0	2	-9	15	-37	-83
CNC(=O)NC(=O)C(OC(=O)CCNS(=O)(=O)c1ccccc1)c1ccccc1 (centres undefined)	-0.1	-31	12	-9	0	0.3	19	17	-17	1	11
CN(C)c1ccc(N=Nc2ccccc2C(=O)OCC(=O)NC2CCCC2)cc1	1.5	-5	-3	-1	-5	-0.2	-36	-28	-34	-170	-113
Cc1c(C(=O)N2CCCCC2)c(S(=O)(=O)NCc2ccc(N(C)C)cc2)c(C)n1C	-0.1	2	3	8	3	0.3	-10	2	-3	3	1
CCN=C1SC(CC(N)=O)C(=O)N1CC (centres undefined)	0.2	13	30	8	1	-1.9	-5	-5	-1	3	9
CCN(C(=O)COC(=O)C1CC1)c1c(N)n(Cc2ccccc2)c(=O)[nH]c1=O	0.3	0	11	0	4	-0.5	-8	4	-12	-4	0

Full records from above.
Profile of `CCN(C(=O)COC(=O)C1CC1)c1c(N)n(Cc2ccccc2)c(=O)[nH]c1=O` → aDG glyco up: 0.3; NR2E3 ag-1: 0; TWEAK-Fn14 inh: 11; KKLEB cytotox: 0; NR2E3 ag-2: 4; iPSC survival up: -0.5; CF NFkB inh: -8; MITF TRPM1 inh: 4; Shn3 3UTR inh: -12; Peg3 prom inh: -4; HIF-2a block: 0
Profile of `CCN=C1SC(CC(N)=O)C(=O)N1CC` (centres undefined) → aDG glyco up: 0.2; NR2E3 ag-1: 13; TWEAK-Fn14 inh: 30; KKLEB cytotox: 8; NR2E3 ag-2: 1; iPSC survival up: -1.9; CF NFkB inh: -5; MITF TRPM1 inh: -5; Shn3 3UTR inh: -1; Peg3 prom inh: 3; HIF-2a block: 9

Bioassay records as filed in PubChem BioAssay.
